M1 PAM – human CHRM1 positive allosteric modulation. P11229. CHO-K1 hM1, Fluo-8 calcium fluorescence, ACh EC20; 0% = ACh EC20, 100% = maximal ACh. activation, % at 3 µM. 360,000 compounds, 0.088% hits. AID 588819; in the data active means activation above about 19%, passing the limit was not always enough
Target sequence (P11229 whole entry, looked up): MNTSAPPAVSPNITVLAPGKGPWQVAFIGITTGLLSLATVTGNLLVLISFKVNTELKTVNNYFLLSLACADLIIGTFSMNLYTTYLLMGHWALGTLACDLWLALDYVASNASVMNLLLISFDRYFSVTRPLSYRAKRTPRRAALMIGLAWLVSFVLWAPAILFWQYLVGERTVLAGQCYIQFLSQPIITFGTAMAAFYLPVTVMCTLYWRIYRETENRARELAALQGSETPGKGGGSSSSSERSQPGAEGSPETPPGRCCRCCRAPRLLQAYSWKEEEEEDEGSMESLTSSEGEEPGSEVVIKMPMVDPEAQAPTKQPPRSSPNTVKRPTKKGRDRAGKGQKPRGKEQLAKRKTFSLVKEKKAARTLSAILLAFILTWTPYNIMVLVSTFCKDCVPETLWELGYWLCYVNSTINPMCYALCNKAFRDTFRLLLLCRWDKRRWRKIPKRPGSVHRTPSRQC
M1 antag – human CHRM1 antagonism; CHO-K1 hM1, Fluo-8 calcium fluorescence, ACh EC80 antagonist; P11229; 360,000 compounds, 1.3% hits; inhibition, % at 3 µM;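 active means percent inhibition above its own plate's cutoff, namely the mean of that plate's compound wells plus 3 SD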;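 further: peak over basal fluorescence ratio during 140 s after agonist addition; 0% = ACh EC80 plus DMSO and 100% = DMSO alone without agonist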
CHRM4 antagonist – CHRM4 antagonism in calcium assay. P08173. AID 624125. 360,000 compounds, 0.73% hits. CHO-hM4 cells, ACh EC80, Fluo-8 calcium fluorescence. inhibition, % at 3 µM;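 active means inhibition above its plate's cutoff, the mean inhibition of sample wells plus 3 SD, cut at about 27% in these data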;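 further: 0% = acetylcholine EC80 with DMSO and 100% = DMSO without agonist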
M5 PAM – potentiates acetylcholine response at human M5 receptor; 360,000 compounds, 0.3% hits; P08912; CHO-K1 hM5, Fluo-8 calcium, ACh EC20 PAM; 0% = ACh EC20, 100% = ACh EC100; activation, % at 3 µM;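 active means activation above the run cutoff, the mean activation of all test compounds plus 3 SD, cut at about 18% in these data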
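system = human M5 receptor in CHO-K1 cells | compound = one concentration, 3 µM final (nominal) | schedule = Post-acetylcholine fluorescence recording 140 s | signal = Fluo-8 calcium dye fluorescence, kinetic read | benchmarks = low control EC20 acetylcholine (0%), high control EC100 acetylcholine (100%) | repeats = singlicate, one well per test compound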
M5 antag – CHRM5 antagonism in calcium assay; CHO-hM5 cells, Fluo-8 calcium fluorescence, ACh EC80; inhibition, % at 3 µM; 360,000 compounds, 0.59% hits; AID 624040;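 active means inhibition above a per-plate cutoff, the mean of that plate's test compounds plus 3 SD, cut at about 27% in these data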;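 further: 0% = acetylcholine EC80 with DMSO and 100% = DMSO without agonist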
M5 ag – CHRM5 agonism in calcium assay; P08912; AID 624037; 360,000 compounds, 0.19% hits; activation, % at 3 µM; CHO-K1 hM5 cells, Fluo-8 calcium fluorescence; 0% DMSO wells, 100% maximal acetylcholine response;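 active means activation above the run's mean over test compounds plus 3 SD, cut at about 23% in these data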;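 further: signal is peak over basal fluorescence ratio across the kinetic read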
CHRM1 agonist – activates human CHRM1 receptor | CHO-K1 hM1, Fluo-8 calcium fluorescence, agonist mode; 0% DMSO, 100% acetylcholine EC100 | activation, % at 3 µM | 360,000 compounds, 0.33% hits | AID 588814;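 active means activation above the run's mean compound activation plus 3 SD, cut at about 16% in these data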;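 further: peak over basal fluorescence ratio within a 140 s kinetic read after compound addition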
TAAR1 ag – human TAAR1 agonism. activation, % at 3 µM. Q96RJ0. AID 624467. CHO RD-HGA16 TAAR1, Fluo-8 calcium fluorescence; vehicle wells 0%, saturating PEA agonist 100%. 360,000 compounds, 0.99% hits;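 active means activation above the mean activation of all test compounds in the run plus 3 SD, cut at about 38% in these data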
Target sequence (Q96RJ0 whole entry, looked up): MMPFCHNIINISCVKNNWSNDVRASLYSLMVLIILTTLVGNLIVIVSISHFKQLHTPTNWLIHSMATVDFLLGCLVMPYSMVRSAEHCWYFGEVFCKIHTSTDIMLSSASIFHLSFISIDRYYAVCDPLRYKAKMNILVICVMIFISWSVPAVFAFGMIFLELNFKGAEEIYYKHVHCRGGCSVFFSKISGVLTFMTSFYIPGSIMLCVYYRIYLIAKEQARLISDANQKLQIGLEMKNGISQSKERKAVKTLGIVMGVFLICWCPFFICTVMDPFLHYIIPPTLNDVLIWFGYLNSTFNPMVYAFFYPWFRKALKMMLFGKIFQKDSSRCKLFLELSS
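test system = CHO RD-HGA16 cells carrying human TAAR1 plus Gα16 | schedule = 17-24 h seeding, 75 min 37 °C dye, 30 min RT | compound dosing = 3 µM single concentration | control set = DMSO and PEA EC100 | replicates = n 1 | signal = Fluo-8 fluorescence, 5 s baseline then 140 s kinetic read | measure = percent activation vs PEA EC100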
CHRM4 agonist – agonists of human muscarinic M4 receptor (CHRM4); P08173; CHO-K1 hM4/Gqi5, Fluo-8 calcium fluorescence; vehicle 0%, full acetylcholine response 100%; activation, % at 3 µM; 360,000 compounds, 0.14% hits; AID 624127;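 active means activation above the run mean over all test wells plus 3 SD, cut at about 32% in these data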;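 further: peak over basal fluorescence ratio per well then scaled between controls; 0% = DMSO wells and 100% = acetylcholine at EC100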
An asterisk follows results filed as active.

`CCC(=O)Nc1ccc(N2CCN(Cc3ccccc3)CC2)cc1` gave M1 PAM 4, M1 antag -18, CHRM4 antagonist 2, M5 PAM 6, M5 antag -6, M5 ag -5, CHRM1 agonist -6, TAAR1 ag 4 and CHRM4 agonist 1.
For COc1ccc(NC(=O)c2ccccc2S(=O)c2ccccc2C#N)cc1 (stereo unspecified) the results were M1 PAM 0, M1 antag -2, CHRM4 antagonist -4, M5 PAM -6, M5 antag 5, M5 ag -2, CHRM1 agonist -3, TAAR1 ag 1 and CHRM4 agonist 1.
Screening COc1ccc(CCNC(=O)CN2C(=O)NC(c3ccccc3)(c3ccccc3)C2=O)cc1 returned M1 PAM -7, M1 antag 10, CHRM4 antagonist 5, M5 PAM -13, M5 antag 18, M5 ag -1, CHRM1 agonist -1, TAAR1 ag 9 and CHRM4 agonist 9.
`Cc1cccc(C)c1NC(=O)C(=O)NCCOc1ccc(Cl)cc1` gave M1 PAM -3, M1 antag 11, CHRM4 antagonist 5, M5 PAM -6, M5 antag 8, M5 ag 3, CHRM1 agonist 1, TAAR1 ag 24 and CHRM4 agonist 3.
For c1csc(CNc2ncnc3ccc(-c4ccc5c(c4)OCCO5)cc23)c1 the results were M1 PAM -1, M1 antag 18, CHRM4 antagonist -4, M5 PAM -9, M5 antag 7, M5 ag -11, CHRM1 agonist -8, TAAR1 ag 10 and CHRM4 agonist 2.
Screening CC(=O)c1cc(NC(=O)c2ccc(C)cc2)c(=O)oc1C returned M1 PAM 2, M1 antag 7, CHRM4 antagonist 4, M5 PAM -2, M5 antag 9, M5 ag 2, CHRM1 agonist -1, TAAR1 ag 8 and CHRM4 agonist 1.
For CC(C)(C)NC(=O)COC(=O)C1c2ccccc2Oc2ccccc21 the results were M1 PAM -3, M1 antag 6, CHRM4 antagonist 1, M5 PAM -6, M5 antag 11, M5 ag -6, CHRM1 agonist -9, TAAR1 ag 0 and CHRM4 agonist 4.
Cc1ccc(S(=O)(=O)N(Cc2ccc(F)cc2)Cc2ccco2)cc1 was read as M1 PAM -6, M1 antag 5, CHRM4 antagonist 5, M5 PAM -9, M5 antag -8, M5 ag -9, CHRM1 agonist -4, TAAR1 ag 11 and CHRM4 agonist -1.
Screening O=C(c1cccs1)N1CCN(C(=O)C(c2ccccc2)c2ccccc2)CC1 returned M1 PAM 7, M1 antag -7, CHRM4 antagonist 11, M5 PAM 3, M5 antag 2, M5 ag -5, CHRM1 agonist -1, TAAR1 ag -1 and CHRM4 agonist 0.
For O=C(/C=C/c1cccc(F)c1)N1CCN(c2ccccn2)CC1 the results were M1 PAM 3, M1 antag 3, CHRM4 antagonist 1, M5 PAM 10, M5 antag 2, M5 ag -4, CHRM1 agonist -7, TAAR1 ag -4 and CHRM4 agonist 2.
For COc1cccc(S(=O)(=O)N(C)C[C@@H]2OCc3cnnn3CCCC(=O)N([C@@H](C)CO)C[C@H]2C)c1 the results were M1 PAM 6, M1 antag -14, CHRM4 antagonist 8, M5 PAM 3, M5 antag 4, M5 ag 0, CHRM1 agonist -6, TAAR1 ag 2 and CHRM4 agonist 1.
For C=CC1CN(CC(=O)OC)S(=O)(=O)c2ccccc21 (stereo unspecified) the results were M1 PAM 12, M1 antag -21, CHRM4 antagonist -9, M5 PAM -2, M5 antag 4, M5 ag 1, CHRM1 agonist -3, TAAR1 ag 6 and CHRM4 agonist 0.
Screening CCCc1nc(C)cc(N2CCN(c3ccccc3)CC2)n1 returned M1 PAM 0, M1 antag 1, CHRM4 antagonist -19, M5 PAM -5, M5 antag 3, M5 ag -3, CHRM1 agonist -5, TAAR1 ag 2 and CHRM4 agonist 7.
`COc1ccc(N(CC(=O)NCCSC2CCCCC2)S(C)(=O)=O)c(OC)c1` gave M1 PAM 4, M1 antag -9, CHRM4 antagonist 3, M5 PAM -1, M5 antag 5, M5 ag 0, CHRM1 agonist -5, TAAR1 ag 3 and CHRM4 agonist 0.
Screening O=C(NCC(=O)N1CCOCC1)c1ccc(Cl)c(Cl)c1 returned M1 PAM 10, M1 antag -15, CHRM4 antagonist -9, M5 PAM 3, M5 antag 9, M5 ag 5, CHRM1 agonist -1, TAAR1 ag 1 and CHRM4 agonist 1.
CCC(C)NC(=O)C1CCN(S(=O)(=O)c2ccc(-n3cnnn3)cc2)CC1 (stereo unspecified) was read as M1 PAM 15, M1 antag -11, CHRM4 antagonist -1, M5 PAM 0, M5 antag 11, M5 ag -2, CHRM1 agonist -4, TAAR1 ag -2 and CHRM4 agonist 1.
For C=CCN(Cc1nc(-c2ccc(OC)c(OC)c2)oc1C)C1CCS(=O)(=O)C1 (stereo unspecified) the results were M1 PAM 8, M1 antag -8, CHRM4 antagonist -6, M5 PAM -1, M5 antag -10, M5 ag -4, CHRM1 agonist -5, TAAR1 ag 2 and CHRM4 agonist 1.
`Cc1cc(C)c(/C=C(\C#N)S(=O)(=O)c2ccccc2)[nH]1` gave M1 PAM 6, M1 antag -7, CHRM4 antagonist -23, M5 PAM 5, M5 antag -3, M5 ag -6, CHRM1 agonist -4, TAAR1 ag -2 and CHRM4 agonist 0.
Screening COC(=O)c1ccc(S(=O)(=O)NCc2ccco2)o1 returned M1 PAM -2, M1 antag -1, CHRM4 antagonist -1, M5 PAM -3, M5 antag 6, M5 ag 0, CHRM1 agonist -4, TAAR1 ag 0 and CHRM4 agonist 0.
For COc1ccc(NS(=O)(=O)c2cccc(C(=O)N(C)CC(=O)Nc3ccc(C)cc3)c2)cc1 the results were M1 PAM 1, M1 antag -4, CHRM4 antagonist 1, M5 PAM 7, M5 antag 1, M5 ag -3, CHRM1 agonist -2, TAAR1 ag 3 and CHRM4 agonist 1.
O=C(CCC1CCCN(C(=O)c2cc(C3CC3)[nH]n2)C1)N1CCN(c2ccccn2)CC1 (stereo unspecified) was read as M1 PAM -7, M1 antag 1, CHRM4 antagonist -1, M5 PAM -7, M5 antag 15, M5 ag -3, CHRM1 agonist -11, TAAR1 ag -1 and CHRM4 agonist 3.
For O=C(Nc1ccc2c(c1)OCO2)C1CCCN1C(=O)OCc1ccccc1 (stereo unspecified) the results were M1 PAM -5, M1 antag 9, CHRM4 antagonist 0, M5 PAM 0, M5 antag -4, M5 ag 1, CHRM1 agonist -4, TAAR1 ag 6 and CHRM4 agonist 2.
For CCN(Cc1ccccc1)C(=O)CCNS(=O)(=O)c1ccc2c(c1)CC(C)N2C(C)=O (stereo unspecified) the results were M1 PAM 2, M1 antag -8, CHRM4 antagonist -2, M5 PAM -1, M5 antag -1, M5 ag 5, CHRM1 agonist -1, TAAR1 ag 1 and CHRM4 agonist 6.
For CC1(C)CC(=O)C2=C(C1)NC(=O)CC2c1ccc(N(CCC#N)CCC#N)cc1 (stereo unspecified) the results were M1 PAM 4, M1 antag -26, CHRM4 antagonist -2, M5 PAM 0, M5 antag -8, M5 ag 2, CHRM1 agonist -2, TAAR1 ag 2 and CHRM4 agonist 1.
COc1cc(OC)cc(C(=O)OCc2ccc([N+](=O)[O-])cc2)c1 was read as M1 PAM 6, M1 antag -6, CHRM4 antagonist -1, M5 PAM -7, M5 antag 5, M5 ag -6, CHRM1 agonist -9, TAAR1 ag -1 and CHRM4 agonist -1.
Screening Cc1ccccc1NS(=O)(=O)c1ccc(C(=O)NN2CCCCC2)cc1 returned M1 PAM 7, M1 antag -9, CHRM4 antagonist 0, M5 PAM 9, M5 antag 1, M5 ag 5, CHRM1 agonist 0, TAAR1 ag 3 and CHRM4 agonist 1.
For CCc1c(C)nc(SCC(=O)Nc2cccc(Br)c2)[nH]c1=O the results were M1 PAM 5, M1 antag -7, CHRM4 antagonist 6, M5 PAM 5, M5 antag -8, M5 ag 2, CHRM1 agonist 1, TAAR1 ag 8 and CHRM4 agonist 0.
`O=C(Nc1ccc(F)cc1)Nc1ccc(N2CCCC2)c(S(=O)(=O)Nc2ccccc2Cl)c1` gave M1 PAM -10, M1 antag 22, CHRM4 antagonist 18, M5 PAM -14, M5 antag 29*, M5 ag 3, CHRM1 agonist -3, TAAR1 ag 15 and CHRM4 agonist 12.
Screening O=c1[nH]c2ccccc2c2ccc(Cl)cc12 returned M1 PAM 3, M1 antag -13, CHRM4 antagonist -12, M5 PAM -1, M5 antag 12, M5 ag -3, CHRM1 agonist -4, TAAR1 ag -1 and CHRM4 agonist 0.
`CCOC(=O)c1cc(-c2ccccc2)sc1NC(=O)CSc1nnnn1C` gave M1 PAM 6, M1 antag -4, CHRM4 antagonist -17, M5 PAM 1, M5 antag 5, M5 ag -4, CHRM1 agonist -4, TAAR1 ag 1 and CHRM4 agonist 2.

A draw from above in order of formula weight, ascending:
Screening COC(=O)c1ccc(S(=O)(=O)NCc2ccco2)o1 returned M1 PAM -2, M1 antag -1, CHRM4 antagonist -1, M5 PAM -3, M5 antag 6, M5 ag 0, CHRM1 agonist -4, TAAR1 ag 0 and CHRM4 agonist 0.
For COc1ccc(NC(=O)c2ccccc2S(=O)c2ccccc2C#N)cc1 (stereo unspecified) the results were M1 PAM 0, M1 antag -2, CHRM4 antagonist -4, M5 PAM -6, M5 antag 5, M5 ag -2, CHRM1 agonist -3, TAAR1 ag 1 and CHRM4 agonist 1.
For CCc1c(C)nc(SCC(=O)Nc2cccc(Br)c2)[nH]c1=O the results were M1 PAM 5, M1 antag -7, CHRM4 antagonist 6, M5 PAM 5, M5 antag -8, M5 ag 2, CHRM1 agonist 1, TAAR1 ag 8 and CHRM4 agonist 0.

The list goes on.
`Cc1nn(-c2ccccc2)c(C)c1C(=O)NNC(=O)C(F)(F)F` gave M1 PAM 1, M1 antag 2, CHRM4 antagonist -8, M5 PAM 1, M5 antag 7, M5 ag 7, CHRM1 agonist -3, TAAR1 ag 0 and CHRM4 agonist 0.
`CCOC(=O)CSc1nnc([C@H](C)NC(=O)OC(C)(C)C)o1` gave M1 PAM 4, M1 antag -24, CHRM4 antagonist 1, M5 PAM 1, M5 antag 5, M5 ag -2, CHRM1 agonist -3, TAAR1 ag 7 and CHRM4 agonist 0.
For CC1=CC2=NC(=O)CC(C)(C(=O)N(CC(=O)NC(C)(C)C)Cc3cccs3)N2C=C1 (stereo unspecified) the results were M1 PAM 7, M1 antag -8, CHRM4 antagonist -11, M5 PAM -4, M5 antag 0, M5 ag 0, CHRM1 agonist -1, TAAR1 ag 6 and CHRM4 agonist 2.
CC1CC(C)(C)N2C(=O)C(=C(C#N)C#N)c3cccc1c32 (stereo unspecified) was read as M1 PAM 2, M1 antag 2, CHRM4 antagonist -4, M5 PAM -6, M5 antag 3, M5 ag 4, CHRM1 agonist -3, TAAR1 ag 2 and CHRM4 agonist 0.
COc1ccccc1C(=O)OCC(=O)Nc1cc(S(=O)(=O)N2CCOCC2)ccc1N1CCCC1 was read as M1 PAM -1, M1 antag -6, CHRM4 antagonist 2, M5 PAM -15, M5 antag 5, M5 ag -6, CHRM1 agonist -13, TAAR1 ag 6 and CHRM4 agonist 3.

Some of the compounds tested; the hit share may differ from the screen's.
